Compound activity as filed in PubChem BioAssay.
TSG101-PTAP inh: qHTS Assay for Iinhibitors of HIV-1 Budding by Blocking the Interaction of PTAP/TSG101; Potency, µM (series often up to 115 µM), without a hit: at the highest dose activity change, negative = inhibition, usual class: inhibitors; 340,000 tested, under 10 active; Tumor susceptibility gene 101 protein (Homo sapiens), Q99816; Fluorescence polarization, FITC-PTAP peptide / Tsg101 binding; active means well fitted inhibition curve with a large enough effect in the main read-out, with a control signal flat, not every such curve was filed as active; inconclusive means small, poorly fitted or top-dose-only effect, or effect the other way, or a change in a side signal; inactive means no such curve, though single readings can be large or run the other way; further: potency means the concentration at half of the fitted maximal effect; % of control where 0% means no effect
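Fluorescence polarization binding of Tsg101 binding domain (10 uM final) to FITC-labeled PTAP peptide (50 nM final) in HEPES pH 7.5 buffer with NaCl, Tween 20, EDTA, TCEP. Compounds added before peptide; binding 20 min at RT.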
S-ASM inh: Inhibitors of Secretory Acid Sphingomyelinase (S-ASM): qHTS; Potency, µM (titrated, usually from 57.5 µM), inactives show top-dose activity change, negative = inhibition, hits mostly inhibitors; 340,000 compounds, 0.006% hits; placental ASM, HMU-PC fluorogenic substrate, 60 min; Sphingomyelin phosphodiesterase (Homo sapiens), P17405; further: potency means the concentration at half of the fitted maximal effect
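HMU-PC0 cleavage (9 uM final) by human placental ASM, 60 min at 37 °C following 10 min compound exposure at RT; stopped at pH 10, fluorescence Ex 386/Em 447 nm.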
uPA generation: qHTS for Inhibitors of Cell Surface uPA Generation. cell surface uPA generation assay, qHTS. 330,000 compounds, 0.31% hits. Potency, µM (series often up to 38.3 µM), inactives show at the top dose activity change, negative = inhibition, hits mostly inhibitors; active means well fitted inhibition curve with a large enough effect; inconclusive means small, poorly fitted or top-dose-only effect; inactive means no such curve, though single readings can be large or run the other way; tested in mouse RAW 264.7 cells; further: potency means the concentration at half of the fitted maximal effect; on the % scale 0 is the no-effect control and ±100 the full control effect; nearly all actives have a fitted effect of over 55% in size
ELG1 genotoxic: qHTS screen for small molecules that induce genotoxicity in human embryonic kidney (HEK293T) cells expressing luciferase-tagged ELG1 | HEK293T ELG1-luciferase reporter, luminescence, 16 h | Potency, µM (doses to about 46 µM), for the others: top-dose activity change, positive = activation, most hits filed as activators | 330,000 compounds, 1.3% hits; further: potency means the concentration at half of the fitted maximal effect; % of control where 0% means no effect; nearly all actives have a fitted effect of over 60% in size
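Luminescence read-out: rising ELG1-luciferase signal, reflecting elevated ELG1 protein under genetic stress, flags genotoxic compounds. Cells were treated for 16 hr at 37 °C before ONE-Glo detection.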
BRCA1 expr act: qHTS Assay to Identify Small Molecule Activators of BRCA1 Expression. MCF7-BRCA1-FFLuc reporter, luminescence, 48 h; response scale: scaled: vehicle 0%, 10 µM genistein 100%. Potency, µM (titrated, usually from 46.1 µM), for inactives: at the top dose activation, actives largely listed as activators. 380,000 compounds, 1.1% hits; further: potency means the concentration at half of the fitted maximal effect; nearly all actives have a fitted effect of over 80% in size; some results filed as inactive show a strong effect at the top dose
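Quantitative HTS in MCF7 cells stably reporting BRCA1 expression via firefly luciferase. Compound treatment lasts 48 h at 37 °C in phenol-red free MEM. Activation is expressed relative to genistein at 10 microM and DMSO.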
TRPV1 ag: HTS Assay for Compounds that Act as Agonists of the Vanilloid Receptor 1. 320,000 compounds, 0.19% hits. activation, % at 8.33 µM. AID 540275, 2011. TRPV1-expressing cells, Fluo-8 calcium influx, agonist mode. Transient receptor potential cation channel subfamily V member 1 (Homo sapiens), Q8NER1; in the data active means activation above about 80%; inconclusive means between about 30% and that limit; further: 0% is about no effect
Target sequence (Q8NER1 whole entry, looked up): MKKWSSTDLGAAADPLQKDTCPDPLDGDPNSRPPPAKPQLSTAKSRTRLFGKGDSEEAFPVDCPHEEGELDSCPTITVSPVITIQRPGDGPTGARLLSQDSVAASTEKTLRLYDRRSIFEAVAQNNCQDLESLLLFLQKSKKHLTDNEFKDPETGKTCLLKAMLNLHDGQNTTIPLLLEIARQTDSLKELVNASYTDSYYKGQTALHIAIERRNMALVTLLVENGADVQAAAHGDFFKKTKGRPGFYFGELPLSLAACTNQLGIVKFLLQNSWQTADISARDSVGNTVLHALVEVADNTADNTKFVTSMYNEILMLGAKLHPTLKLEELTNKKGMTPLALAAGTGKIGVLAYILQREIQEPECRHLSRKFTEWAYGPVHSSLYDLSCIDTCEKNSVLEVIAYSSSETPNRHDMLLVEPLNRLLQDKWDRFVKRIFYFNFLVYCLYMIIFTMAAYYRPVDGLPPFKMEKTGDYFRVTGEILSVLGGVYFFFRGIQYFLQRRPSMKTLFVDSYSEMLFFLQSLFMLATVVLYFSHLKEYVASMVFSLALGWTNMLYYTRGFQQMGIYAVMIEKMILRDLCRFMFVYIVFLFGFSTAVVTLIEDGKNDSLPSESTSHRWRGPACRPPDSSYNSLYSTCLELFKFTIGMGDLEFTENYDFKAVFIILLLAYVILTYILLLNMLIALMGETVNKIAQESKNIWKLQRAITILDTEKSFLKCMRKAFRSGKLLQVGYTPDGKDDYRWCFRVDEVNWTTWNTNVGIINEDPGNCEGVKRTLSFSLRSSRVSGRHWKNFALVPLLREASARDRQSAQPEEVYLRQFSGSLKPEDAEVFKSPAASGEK
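Fluo-8 calcium influx in TRPV1-expressing cells, kinetic read (ex 480/em 520 nm). Compound added and read 3 min for agonist activity, followed by capsaicin at EC20 final and 2 min further read for enhancement.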
Eya2 phos inh: qHTS Assay for Inhibitors of the Phosphatase Activity of Eya2. Protein phosphatase EYA2 (Homo sapiens), O00167. recombinant Eya2, OMFP fluorescence dephosphorylation (OMFP is methylfluorescein phosphate). Potency, µM (top dose mostly 76.9 µM), for inactives: top-dose activity, negative = inhibition, most hits filed as inhibitors. 330,000 compounds, 0.006% hits. AID 488837, 2010; further: potency means the concentration at half of the fitted maximal effect; on the % scale 0 is the no-effect control and ±100 the full control effect
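Eya2 (0.2 uM) preincubated 10 min at ambient with compound, then OMFP substrate added at 50 uM; 10 min reaction in 50 mM HEPES pH 7.5, 50 mM NaCl, 5 uM MgCl2, 0.05% BSA, 1 mM DTT. Fluorescence read at Ex 485/Em 525 nm.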
a7 integrin act: qHTS for Activators of Integrin-Mediated Alleviation for Muscular Dystrophy | alpha7betagal myoblasts, beta-gal FDG fluorescence, 48 h | Potency, µM (doses to about 38.3 µM), for inactives: at the highest dose activation, usual class: activators | 350,000 compounds, 0.064% hits | AID 624291, 2012;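 further: potency means the concentration at half of the fitted maximal effect; 100% = response of the positive control SU9516; nearly all actives have a fitted effect of over 60% in size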
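alpha7betagal+/- myoblasts (passage 13, 250/well) treated 48 h at 37C with compounds at 1:260 dilution of DMSO stock. Lysed, then beta-galactosidase activity read as FDG fluorescence (ex 480/em 540) after 30 min, with pre-read for autofluorescence.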
B2AR arrestin: qHTS assay of beta-arrestin-biased ligands of beta2-adrenergic receptor. 330,000 compounds, 0.02% hits. Potency, µM (top dose mostly 46.1 µM), for inactives: at the top dose activation, actives largely listed as activators. beta-arrestin recruitment to beta2AR, cell-based reporter. AID 492947, 2010;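 further: potency means the concentration at half of the fitted maximal effect; 0% = DMSO controls and full agonism = EC100 isoproterenol or metaproterenol; nearly all actives have a fitted effect of over 65% in size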
p53 reactivation: qHTS assay for re-activators of p53 using a Luc reporter; H1299 p53-A138V BP100-luciferase reporter, luminescence, 24 h; Potency, µM (titrated, usually from 92.2 µM), without a hit: at the top dose activity change, positive = activation, actives largely listed as activators; 320,000 compounds, 0.063% hits; AID 504706, 2011; further: potency means the concentration at half of the fitted maximal effect; % of control where 0% means no effect; nearly all actives have a fitted effect of over 45% in size
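H1299 (p53-null), stable ts p53-A138V + BP100-Luc; 1000 cells/well, Opti-MEM/10% FBS; cpd 4 pt, 1:5; 24 h, 37 deg C, 5% CO2; detection reagent 10 min RT; luminescence.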
USP2a inh: qHTS Assay for Inhibitors of Ubiquitin-specific Protease USP2a Using CHOP2 as the Reporter. 330,000 compounds, 0.01% hits. Potency, µM (doses to about 38.3 µM), for the others: at the top dose activity change, negative = inhibition, most hits filed as inhibitors. AID 463254, 2010. USP2 core, Ub-CHOP2 coupled fluorogenic reporter, 485/531. Ubiquitin carboxyl-terminal hydrolase 2 (Homo sapiens), O75604;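 further: potency means the concentration at half of the fitted maximal effect; plate controls were DMSO wells for no effect and full inhibition by NEM control for full effect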
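Cell-free coupled assay: 10nM USP2 core preincubated 30min RT with compound in Tris-HCl pH 8.0/CaCl2/CHAPS buffer, then 25nM Ub-CHOP2 and 25nM reporter substrate; fluorescence (Ex 485/Em 531) read after 60min RT, normalized to NEM inhibition, concentration-response curves fitted.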
* hit, by the source's call; ? = inconclusive; . = not tested or not shown; [ ] = another dose, or the depositor's remark. Unless noted, the call rests on the fitted dose curve; in most records, active means well fitted curve in the direction sought with a large enough effect; inconclusive means small, poorly fitted or top-dose-only effect, or another doubt; inactive means no such curve, though single readings can be large; an effect the other way counts as inactive or inconclusive.

Order of results – TSG101-PTAP inh | S-ASM inh | uPA generation | ELG1 genotoxic | BRCA1 expr act | TRPV1 ag | Eya2 phos inh | a7 integrin act | B2AR arrestin | p53 reactivation | USP2a inh
O=C(COC(=O)COc1ccccc1)Nc1ccc(OC(F)(F)F)cc1
    -8% | -7% | -1% | 2% | -3% | 13 | 8% | 20% | -3.8% | 1% | -1%
COc1ccc(C(=O)Nc2ccc(N3CCOCC3)cc2)cc1OC
    -7% | -2% | -10% | 16% | 105% | 2 | 13% | -18% | 0.2% | 7% | 1%
CCCSc1nc(C)c(-c2csc(C(C#N)=C3CCCC3)n2)cc1C#N
    -10% | -7% | 2% | 1% | -31% | -4 | 0% | 0% | 3.8% | 14% | -15%
Cc1ccc(-c2ccc(=O)n(Cc3ccc(F)cc3)n2)cc1
    -5% | -4% | 15% | -2% | -2% | ? | -4% | 12% | 0.5% | -2% | -10%
C=CCNC(=O)O/N=C/c1csc([N+](=O)[O-])c1
    -1% | 0% | -5% | 3% | 0% | . | 8% | -16% | -0.6% | 18% | 0%
COc1ccc(-n2c(Cn3nnc4ccccc43)n[nH]c2=S)cc1
    -4% | 3% | 10% | 1% | 1% | 2 | -2% | 14% | -0.2% | 8% | 2%
CN(CC(=O)NCc1ccccn1)S(=O)(=O)c1ccc2ccccc2c1
    0% | 3% | 1% | 0% | 14% | 0 | 0% | -4% | 0.2% | -1% | 2%
COc1ccc(NC2CCCN(Cc3cccc4cnccc34)C2)cc1 (stereo not drawn)
    -4% | 8% | 13% | -7% | 0% | 0 | 3% | -4% | -0.6% | -1% | -1%
Cc1cc([N+](=O)[O-])nn1CC(=O)NCCCN1CCOCC1
    -3% | -2% | 4% | 0% | 0% | -2 | -3% | -6% | 0.5% | -3% | -1%
O=C(COc1ccccc1)Nc1ccc(N2CCN(C(=O)c3ccco3)CC2)cc1
    -2% | 5% | 4% | -5% | 19% | -2 | -6% | 27% | 0.0% | 2% | 0%

Copied from the list:
Cc1ccc(-c2ccc(=O)n(Cc3ccc(F)cc3)n2)cc1 | uPA generation = 15%
O=C(COC(=O)COc1ccccc1)Nc1ccc(OC(F)(F)F)cc1 | a7 integrin act = 20%
COc1ccc(C(=O)Nc2ccc(N3CCOCC3)cc2)cc1OC | Eya2 phos inh = 13%

Other structures follow:
Order of results – TSG101-PTAP inh | S-ASM inh | uPA generation | ELG1 genotoxic | BRCA1 expr act | TRPV1 ag | Eya2 phos inh | a7 integrin act | B2AR arrestin | p53 reactivation | USP2a inh
COc1ccc(NC(=O)c2cc3sccc3n2Cc2ccc(F)cc2)cc1OC
    -4% | -17% | -1% | 6% | 35% | 1 | -13% | -2% | -0.9% | 3% | 2%
CN(CC(=O)Nc1cccc(F)c1)C(=O)c1ccc2c(c1)OCCO2
    -2% | 6% | 1% | 16% | -11% | 2 | 9% | -7% | -1.9% | 24% | 0%
CCN1CCN(S(=O)(=O)c2ccc(Cl)c(C(=O)N(C)Cc3ccco3)c2)CC1
    -3% | 0% | -2% | -1% | 0% | 3 | -22% | -27% | -0.4% | -3% | 0%
CCCc1ccccc1OCCNC(=O)c1cc(=O)n(C)c(=O)n1C
    0% | -4% | 2% | -11% | 9% | 1 | -7% | 3% | 0.1% | 3% | 2%
O=C(Nc1cccc(Cl)c1)Nc1csc([N+](=O)[O-])c1
    0% | -8% | -10% | -8% | -36% | 11 | 2% | -69%[inhibitor] | -0.1% | 7% | 5%
O=C(COc1ccc2c(-c3ccccc3)cc(=O)oc2c1)N[C@@H](Cc1c[nH]c2ccc(O)cc12)C(=O)O
    -6% | 1% | -1% | -3% | 6% | -1 | -4% | 10% | -0.3% | 8% | 0%
Cc1ccnc(NC(=O)CCC(=O)N(CC(=O)NC(C)(C)C)c2ccc(F)c(Cl)c2)c1
    -2% | 3% | 1% | -3% | -20% | -1 | -1% | -7% | -0.2% | 3% | -2%
Cc1cc(NNC(=O)Nc2cccc(Cl)c2)nc2c1c(C)nn2C
    . | . | . | -5% | . | 6 | -9% | . | -0.9% | -4% | -1%
c1ccc(CN2CCC(Nc3ncnc4sccc34)CC2)cc1
    0% | 8% | 2% | -12% | 11% | 2 | 12% | 7% | 0.3% | -1% | 0%
Cc1cc(C)nc(SCNC(=O)c2ccccc2)n1
    . | 5% | -2% | -2% | 15% | -2 | 5% | 5% | 0.9% | 12% | 0%
CCOc1ccc(N(C)C(=O)CCc2nnc3ccc(N4CCOCC4)nn23)cc1
    -4% | 3% | 1% | 1% | 4% | 6 | 1% | 14% | 0.4% | 4% | -1%
CCCCNC(=O)N(O)C1N(/N=C/c2ccc(N(C)C)cc2)C(=S)SC1(C)C (stereo not drawn)
    0% | 24% | -1% | -1% | -9% | 12 | -4% | -4% | 0.1% | 2% | 7%
O=C1C(Cl)=C(Nc2cccc(O)c2)C(=O)N1Cc1ccccc1
    0% | -7% | -9% | -7% | 0% | 27 | 6% | -49%[inhibitor] | -0.2% | -6% | 4%
c1ccc(-c2csc(NNC3=NCCCCC3)n2)cc1
    0% | 5% | -1% | ? | 39% | 19 | 6% | -49%[inhibitor] | 3.3% | ? | 2%
O=C(NNc1ccc(F)cc1)c1c(F)cccc1Cl
    -2% | 2% | 0% | 0% | -26% | 5 | ? | 15% | 0.4% | 2% | 3%
COc1ccc(NC(=O)c2ccc(-n3c(C)ccc3C)cc2)c(OC)c1
    0% | 0% | -7% | ? | 16% | -3 | -24% | -17% | 0.0% | 11% | -1%
CCN(CC)c1ccc(C(NC(C)=O)NC(C)=O)cc1
    0% | 2% | 2% | -8% | -9% | 3 | 2% | -24% | 2.9% | -1% | 1%
COc1ccccc1CNC(=O)c1csc(Cc2ccc(Cl)cc2)n1
    -3% | -1% | -7% | -3% | -1% | . | -6% | 6% | -0.5% | -5% | 0%
O=C(CN1C(=O)C2C3C=CC(C3)C2C1=O)Nc1ccc(S(=O)(=O)Nc2nccs2)cc1 (stereo not drawn)
    -1% | 5% | 16% | -3% | 2% | 0 | -2% | -30% | -0.5% | 0% | 3%
CCC1(c2ccccc2)NC(=O)N(CC(=O)NNC(=O)c2ccoc2C)C1=O (stereo not drawn)
    -1% | 3% | -3% | 1% | 60% | 0 | 21% | -16% | 0.0% | 8% | 2%

Some of these compounds in order of molecular weight, falling:
Order of results – TSG101-PTAP inh | S-ASM inh | uPA generation | ELG1 genotoxic | BRCA1 expr act | TRPV1 ag | Eya2 phos inh | a7 integrin act | B2AR arrestin | p53 reactivation | USP2a inh
CCCCNC(=O)N(O)C1N(/N=C/c2ccc(N(C)C)cc2)C(=S)SC1(C)C (stereo not drawn)
    0% | 24% | -1% | -1% | -9% | 12 | -4% | -4% | 0.1% | 2% | 7%
COc1ccc(NC(=O)c2ccc(-n3c(C)ccc3C)cc2)c(OC)c1
    0% | 0% | -7% | ? | 16% | -3 | -24% | -17% | 0.0% | 11% | -1%
O=C(NNc1ccc(F)cc1)c1c(F)cccc1Cl
    -2% | 2% | 0% | 0% | -26% | 5 | ? | 15% | 0.4% | 2% | 3%

Remaining list, next part.
Order of results – TSG101-PTAP inh | S-ASM inh | uPA generation | ELG1 genotoxic | BRCA1 expr act | TRPV1 ag | Eya2 phos inh | a7 integrin act | B2AR arrestin | p53 reactivation | USP2a inh
C=CCCN(Cc1ccccc1)S(=O)(=O)c1ccccc1Br
    -3% | -3% | ? | -6% | -22% | 6 | -9% | -6% | -0.3% | -2% | 2%
CCn1c(=O)c(C(=O)NCCN2CCCCC2)c(O)c2ccccc21
    -3% | -2% | -13% | -7% | 1% | 5 | 2% | -13% | -0.2% | -20% | 3%
Cc1nc([N+](=O)[O-])c(Br)n1CC(=O)c1ccc(Cl)cc1
    -6% | -1% | -14% | -6% | -74% | 8 | -2% | 1% | 0.2% | -19% | -6%
COc1ccc([C@@H]2C[C@H]3CN(Cc4ccccc4OC)C(=O)[C@]34CCCN24)cc1C
    0% | -5% | -3% | 2% | 14% | 0 | 0% | 5% | 0.1% | 2% | 5%
